Bioassay records: PubChem, several laboratories
GPR55 beta-arrestin: GPR55 agonists via beta-arrestin recruitment, primary screen, imaging, U2OS cells, beta-arrestin-GFP redistribution (AID 1961); U2OS GPR55 beta-arrestin-GFP redistribution imaging; higher % means a stronger effect; 290,000 tested, 0.048% active; activation, % at 10 µM; hits with a dose series show EC50 in µM;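 active = activation above 40% with more than 50 cells counted in the well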;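 also: U2OS osteosarcoma cells stably expressing GPR55 and beta-arrestin-GFP; plate controls were DMSO negative control for no effect and LPI positive control for full effect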
KOR beta-arrestin-1: KOR antagonists, beta-arrestin recruitment, cell-based, luminescence, uHTS (AID 1778) | 290,000 tested, 0.091% active | Kappa-type opioid receptor (Homo sapiens) | one-dose inhibition, % at 10 µM; IC50 in µM for titrated hits | KOR beta-arrestin recruitment, luminescence, antagonist mode; higher % means a stronger effect; in the data active = inhibition above about 50%; also: strong numbers were not always called active
T cell modulator: modulators of CD8 T cell-vesicle binding, primary screen, mouse 2C CD8+ T cells, flow cytometry | AID 2052, 2009 | 330,000 tested, 0.068% active | calls only at 7 µM | 2C CD8+ T cell-vesicle binding; hits give low values;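 active = response, share of CD8 T cells binding vesicles, and their 90th percentile fluorescence all below set limits, cut at about 80% in these data, passing the limit was not always enough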
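Assay system – 2C mouse CD8+ T cells · Also added – QL9-loaded Drosophila micro-vesicles · Timing – Cell–vesicle co-incubation 1.5 h at 37 °C, staining 20 min on ice · Signal – flow cytometry of vesicle-bound cells · Measure – percent CD8+ FL2 mean versus row control · Controls – Peptide-free naked vesicles (low) and QL9 vesicles with 0.7% DMSO vehicle (high)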
NTR1 ag: agonists of NTR1, primary screen, imaging, U2OS cells, beta-arrestin-GFP, high content (AID 493036); 330,000 tested, 0.17% active; Neurotensin receptor type 1 (Homo sapiens), P30989; NTR1-U2OS beta-arrestin-GFP spot imaging, agonist mode; activation, % at 20 µM;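 active = activation at or above 40% of the spot to cytoplasm intensity ratio, with at least 20 cells analyzed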;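 also: 0% = DMSO without peptide and 100% = 100 nM NTR1 peptide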
Target sequence (P30989 whole entry, looked up): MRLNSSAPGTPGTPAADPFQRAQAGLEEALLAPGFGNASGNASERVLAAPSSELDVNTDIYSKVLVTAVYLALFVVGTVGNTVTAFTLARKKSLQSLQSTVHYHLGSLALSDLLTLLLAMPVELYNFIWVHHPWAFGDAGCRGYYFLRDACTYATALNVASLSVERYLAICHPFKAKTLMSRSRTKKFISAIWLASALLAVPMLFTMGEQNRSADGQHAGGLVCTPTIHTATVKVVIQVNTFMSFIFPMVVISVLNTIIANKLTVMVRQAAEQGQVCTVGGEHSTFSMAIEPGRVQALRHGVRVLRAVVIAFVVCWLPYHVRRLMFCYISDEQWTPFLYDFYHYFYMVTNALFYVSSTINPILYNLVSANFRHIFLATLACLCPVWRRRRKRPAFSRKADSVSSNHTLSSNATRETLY
GPR55 LPI antagonism: GPR55 antagonists blocking LPI-driven arrestin recruitment, primary screen, imaging, U2OS, beta-arrestin-GFP, LPI agonist (AID 2013). inhibition, % at 10 µM, or IC50 in µM where a hit was titrated. U2OS GPR55 beta-arrestin-GFP translocation imaging, LPI antagonism; higher % means a stronger effect. 290,000 tested, 0.13% active;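 active = spots per cell inhibited over 60%, with over 100 cells counted and total cytoplasm intensity under 500,000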;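 also: U2OS cells stably carrying GPR55 and arrestin-GFP stimulated by 5 µM LPI near EC80; imaged beta-arrestin-GFP aggregate spots per cell after agonist stimulation; plate controls were LPI-stimulated DMSO wells for no effect and DMSO wells without LPI for full effect; some results filed as inactive read as strong as hits; confirmed hits need IC50 under 10 µM and bright autofluorescent wells are also inconclusive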
GPR35 arrestin U2OS: GPR35 antagonists blocking zaprinast-driven arrestin recruitment, primary screen, imaging, U2OS, beta-arrestin-GFP, zaprinast agonist (AID 2058). 290,000 tested, 0.052% active. U2OS GPR35 beta-arrestin-GFP translocation imaging, zaprinast antagonism; higher % means a stronger effect. inhibition, % at 10 µM; hits with a dose series show IC50 in µM;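 active = inhibition of at least 50% with at least 30 cells and total cytoplasm GFP at most 10,000,000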
West Nile virus CPE: West Nile virus antiviral activity, cell-based, CPE readout (AID 1621); West Nile virus-infected cells, CPE inhibition; higher % means a stronger effect; 290,000 tested, 0.02% active; one-dose CPE inhibition, % at 10 µM; IC50 in µM for titrated hits; in the data active = a potency from the dose series; also: strong numbers were not always called active
Salmonella PhoP GFP: inhibitors of PhoP regulon expression, primary screen, Salmonella Typhimurium, GFP reporter (AID 1863); inhibition, % at 50 µM; hits with a dose series show IC50 in µM; 300,000 tested, 0.16% active; S. Typhimurium PhoP-regulated promoter GFP reporter, 4 h; higher % means a stronger effect;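 active = inhibition over 29.93%, a cutoff 3 SD above the screen mean, later confirmed by dose response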;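 also: 0% = low Mg2+ inducing control and 100% = high Mg2+ repressing control; strong numbers were not always called active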
KOR beta-arrestin-2: KOR agonists, beta-arrestin recruitment, primary screen, cell-based, luminescence, uHTS (AID 1777); 280,000 tested, 0.02% active; KOR beta-arrestin recruitment, luminescence; higher % means a stronger effect; activation, % at 10 µM; hits with a dose series show EC50 in µM; Kappa-type opioid receptor (Homo sapiens); in the data active = activation above about 50%, passing the limit was not always enough; also: a part of the inactive calls stands beside numbers as strong as those of hits
T cell modulator vesicle-bound %: also measured in T cell modulator; calls as there; double positive events, %; measured here: CD8+ vesicle-bound cell fraction;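 binding gate set so that unloaded-vesicle control wells show 10% double positive cells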
NTR1 ag cell count 20 µM: recorded beside NTR1 ag, whose call it bears; cell count; measured here: cell count, cytotoxicity flag
* = called active by the depositor; i = inactive; . = no result given; [ ] = remark or other dose.

Values in the order: GPR55 beta-arrestin, KOR beta-arrestin-1, T cell modulator, T cell modulator vesicle-bound %, NTR1 ag, NTR1 ag cell count 20 µM, GPR55 LPI antagonism, GPR35 arrestin U2OS, West Nile virus CPE, Salmonella PhoP GFP, KOR beta-arrestin-2
1	c1ccc(-c2noc(CC3CCCCC3)n2)cc1
  0.9%, -10%, i, 42, 1.7, 88, 11%, 14%, 0.2%, 0%, -4.6%
2	COc1ccccc1C(=O)NCc1ccccn1
  -0.1%, 2%[20 µM], i, 40, -0.1, 45, 7%, 18%, -0.5%, -1%, .
3	C/C(=N\N=C1\NC(=O)CS1)c1cccs1
  0.3%, 10%, i, 47, 1.0, 43, 8%, -12%, 0.6%, 4%, -0.1%
4	CCOC(=O)C1=NN(C(=O)Nc2cccc(C(F)(F)F)c2)C2C(=O)N(c3cccc(C(F)(F)F)c3)C(=O)C12 (centres undefined)
  -0.1%, -3%, i, 46, -1.7, 41, 8%, 2%, 0.1%, 5%, -4.3%
5	COc1c(Cl)cc(Cl)cc1/C=N/n1cnnc1
  0.3%, -57%, i, 10, -0.6, 79, -11%, 6%, -0.2%, 4%, 1.9%
6	COC(=O)CSc1[nH]c2ccc(Br)cc2c1[N+](=O)[O-]
  -0.6%, 33%, i, 58, 39, 44, 9%, -10%, 0.4%, 9%, -3.8%
7	CS(=O)(=O)N1CCCC(C(=O)Nc2cccc(F)c2)C1 (centres undefined)
  -0.3%, -65%[20 µM], i, 65, 0.6, 66, -4%, 0%, -0.1%, -2%, 1.7%
8	CCOC(=O)CC(=O)CSc1nnc2sc3ccccc3n12
  -0.1%, -29%, i, 40, 14, 81, 10%, 8%, -0.6%, -5%, 3.5%
9	CC(c1ccccn1)N(C)C(=O)c1ccc2nc(Cc3ccccc3F)oc2c1 (centres undefined)
  -0.1%, -19%, i, 21, 0.3, 67, 12%, 9%, -0.1%, -3%, 8.5%
10	Cc1ccc(C)c(N(C(=O)Cc2cccs2)C(C(=O)NC2CCCC2)c2ccc(C)o2)c1 (centres undefined)
  0.6%, 44%, i, 13, 2.5, 49, 15%, 8%, -0.9%, 3%, -4.7%
11	O=C(NCCCn1ccnc1)c1cn(-c2ccccc2)nc1-c1ccc(F)cc1
  0.1%, -5%, i, 17, 0.5, 59, 5%, -14%, -0.2%, -6%, -3.7%
12	O=C(O)C1CC(=O)N(CCc2ccccc2)C1 (centres undefined)
  0.3%, 20%, i, 19, -2.7, 91, -9%, 11%, -0.6%, -1%, 0.8%
13	Cc1ccc(S(=O)(=O)N(C)C)cc1NC(=O)c1cncc(Br)c1
  0.1%, -11%, i, 47, 6.5, 63, -22%, 13%, 32µM*, 1%, -1.8%
14	O=C(CNc1ccccc1C(=O)O)c1ccccc1
  -0.1%, 13%, i, 44, -0.5, 53, 5%, -7%, -0.1%, -4%, 6.5%
15	Cc1ccc(NC(=O)CCCC2CCCCC2)c(O)c1
  -0.1%, 6%, i, 58, 0.0, 60, 8%, -7%, -0.6%, -4%, -3.2%

Brought forward from above: four entries, followed by the next part.
Values in the order: GPR55 beta-arrestin, KOR beta-arrestin-1, T cell modulator, T cell modulator vesicle-bound %, NTR1 ag, NTR1 ag cell count 20 µM, GPR55 LPI antagonism, GPR35 arrestin U2OS, West Nile virus CPE, Salmonella PhoP GFP, KOR beta-arrestin-2
12	O=C(O)C1CC(=O)N(CCc2ccccc2)C1 (centres undefined)
  0.3%, 20%, i, 19, -2.7, 91, -9%, 11%, -0.6%, -1%, 0.8%
13	Cc1ccc(S(=O)(=O)N(C)C)cc1NC(=O)c1cncc(Br)c1
  0.1%, -11%, i, 47, 6.5, 63, -22%, 13%, 32µM*, 1%, -1.8%
14	O=C(CNc1ccccc1C(=O)O)c1ccccc1
  -0.1%, 13%, i, 44, -0.5, 53, 5%, -7%, -0.1%, -4%, 6.5%
15	Cc1ccc(NC(=O)CCCC2CCCCC2)c(O)c1
  -0.1%, 6%, i, 58, 0.0, 60, 8%, -7%, -0.6%, -4%, -3.2%
16	NC(=O)COc1ccc(C(=O)/C=C2/C(=O)Nc3ccccc32)cc1
  0.4%, 25%, i, 52, 1.9, 90, 10%, 10%, 0.2%, 15%, -4.0%
17	Oc1ccc(Nc2nc(-c3ccccc3)nc3ccccc23)cc1
  0.0%, 30%, i, 26, 10, 66, 5%, 21%, -0.7%, 3%, -2.8%
18	Cc1cc(Oc2ccccc2)nc2ccc(O)cc12
  0.1%, 26%, ., ., ., ., 14%, -11%, ., 0%, 1.3%
19	CN(C)c1ccc(C(=O)OCC(=O)NCCC2=CCCCC2)cc1
  -0.3%, -15%, i, 18, 2.7, 59, 11%, -2%, -0.1%, 2%, -0.3%
20	Cc1ccc(-n2c(Cn3ncc4ccccc4c3=O)n[nH]c2=S)cc1
  0.0%, -16%, i, 44, 1.0, 61, 2%, -11%, 0.8%, 9%, -0.3%
21	O=C1CSC(c2ccc(Cl)cc2)N1 (centres undefined)
  0.2%, 4%, i, 59, -2.5, 91, -1%, -14%, 0.0%, 22%, -5.3%
22	CCOC(=O)C1C(c2ccc(O)cc2)NC(=O)NC1(O)C(F)(F)F (centres undefined)
  -0.2%, 6%, i, 34, -0.2, 54, 14%, 12%, 0.8%, 10%, -0.8%
23	O=C(CN1CCC(NC(=O)Nc2ccc(F)cc2)CC1)Nc1ccccc1[N+](=O)[O-]
  -0.1%, 8%, i, 30, 1.6, 65, 13%, -15%, -0.5%, 5%, -2.1%
24	COc1cc(OC)cc(C(=O)NC2CC(C)(C)NC(C)(C)C2)c1
  -0.2%, -5%, i, 18, -0.9, 44, -1%, 3%, -0.4%, -4%, 0.8%
25	Cc1ccc(S(=O)(=O)N2CCCCC2C(=O)Nc2nncs2)cc1 (centres undefined)
  -0.1%, 13%, i, 15, 1.4, 43, 14%, 4%, -0.2%, -4%, -1.8%
26	CCCCOc1cccc(C2C(C(=O)c3ccc(C)o3)=C(O)C(=O)N2Cc2ccco2)c1 (centres undefined)
  -0.1%, 0%, i, 24, 0.7, 49, 2%, -11%, -1.2%, -4%, -3.2%
27	COCCc1nn2c(=O)cc(COC(=O)c3cc(OC)c(OC)c(OC)c3)nc2s1
  0.2%, -2%, i, 35, -0.1, 50, 8%, 3%, 0.3%, 4%, 1.0%
28	Cc1ccc(CNC(=O)CCc2cn(C)c3ccccc23)cc1
  0.5%, 14%, i, 28, -0.7, 78, -1%, -1%, -0.8%, 6%, -5.7%
29	Cc1c(O)ccc(NC(=O)/C=C/c2ccccc2)c1C
  -0.2%, -6%, i, 12, -0.5, 32, 9%, -6%, -0.5%, -10%, -5.2%
30	Cc1ccc(S(=O)(=O)c2nc(S(=O)(=O)c3ccccc3)sc2N2CCN(CCO)CC2)cc1
  -0.1%, -44%, i, 9, 1.4, 58, -1%, -11%, -0.1%, -5%, -6.9%
31	O=C(O)/C=C/C(=O)Nc1ccc(F)cc1F
  -0.1%, 24%, i, 30, 2.0, 45, ., -4%, 0.0%, 6%, -3.0%
32	CCCCCCn1c(C)nc2c(c1=O)c1nc3ccccc3nc1n2/N=C/c1ccco1
  0.0%, -3%, i, 48, 4.0, 93, -8%, -1%, -0.5%, 14%, 12%
33	CN(C)C(=O)c1cn(CCC#N)nc1-c1ccc2ccccc2c1
  -0.3%, -57%[20 µM], i, 50, -1.1, 47, -2%, -9%, -0.2%, 1%, 3.2%
34	COc1ccc(OC)c(S(=O)(=O)Nc2ccccc2C(=O)O)c1
  -0.2%, 30%, i, 40, -2.8, 80, 0%, -13%, 0.1%, -7%, -2.9%
35	Cc1cccc(CSc2nnc(C)c(=O)n2N)c1
  -0.6%, 24%, i, 51, 1.7, 74, 6%, 4%, -0.2%, -12%, -4.3%
36	N#Cc1nc(-c2ccco2)oc1N1CCN(c2ccccc2)CC1
  -0.2%, -18%, i, 14, 0.6, 42, 11%, -4%, 0.1%, -5%, 4.6%
37	COc1ccc(NC(=O)CN(C)CC(=O)Nc2cccc(C(F)(F)F)c2)cc1
  0.0%, -24%, i, 46, 4.0, 52, 6%, 14%, -1.9%, -5%, -0.6%
38	C=CCn1c(SCCC)nc(O)cc1=O
  0.2%, 10%, i, 21, -1.2, 46, 8%, 0%, 0.2%, -6%, -8.7%
39	CC(O)Cn1c(N2CCCC2)nc2c1c(=O)n(C)c(=O)n2C (centres undefined)
  -0.1%, -6%, i, 57, 2.3, 63, -1%, -4%, -0.5%, 6%, -0.8%
40	CSc1nnc(-c2ccc(C(F)(F)F)nc2C)o1
  -0.2%, 17%, i, 29, 2.8, 65, -2%, -14%, 0.4%, -3%, 2.8%
41	Cn1c(CNc2ccc(F)cc2)nnc1SCC(=O)NNC(=O)Cc1ccccc1
  -0.1%, -25%[20 µM], i, 30, -2.0, 88, 10%, 10%, 0.5%, -3%, .
42	Clc1ccc(-c2csc3ncnc(N4CCc5ccccc5C4)c23)cc1
  -0.2%, -5%, i, 2, 15, 67, 16%, -1%, -0.8%, 30%, -3.4%
43	O=S(=O)(Nc1ncccc1O)c1ccc(Cl)cc1
  -0.1%, 8%, i, 30, -0.7, 45, 13%, 2%, -0.2%, 7%, 6.2%
44	CN(CCN1CCOCC1)Cc1nc(-c2ccc3c(c2)OCO3)no1
  0.8%, 6%[20 µM], i, 16, 0.9, 67, 1%, -2%, 0.3%, ., -3.0%

Looked up by structure from above, two records:
Values in the order: GPR55 beta-arrestin, KOR beta-arrestin-1, T cell modulator, T cell modulator vesicle-bound %, NTR1 ag, NTR1 ag cell count 20 µM, GPR55 LPI antagonism, GPR35 arrestin U2OS, West Nile virus CPE, Salmonella PhoP GFP, KOR beta-arrestin-2
43	O=S(=O)(Nc1ncccc1O)c1ccc(Cl)cc1
  -0.1%, 8%, i, 30, -0.7, 45, 13%, 2%, -0.2%, 7%, 6.2%
31	O=C(O)/C=C/C(=O)Nc1ccc(F)cc1F
  -0.1%, 24%, i, 30, 2.0, 45, ., -4%, 0.0%, 6%, -3.0%
